Bioassay records from PubChem.
ASM inhibitor: blocks human secretory acid sphingomyelinase. 0.006% of 340,000 active. placental ASM, HMU-PC fluorogenic substrate, 60 min. P17405. AID 504937. Potency, µM (titrated, usually from 57.5 µM), inactives show at the top dose activity change, negative = inhibition, actives largely listed as inhibitors; further: potency means the concentration at half of the fitted maximal effect
Target sequence (P17405 47-631 limits assumed): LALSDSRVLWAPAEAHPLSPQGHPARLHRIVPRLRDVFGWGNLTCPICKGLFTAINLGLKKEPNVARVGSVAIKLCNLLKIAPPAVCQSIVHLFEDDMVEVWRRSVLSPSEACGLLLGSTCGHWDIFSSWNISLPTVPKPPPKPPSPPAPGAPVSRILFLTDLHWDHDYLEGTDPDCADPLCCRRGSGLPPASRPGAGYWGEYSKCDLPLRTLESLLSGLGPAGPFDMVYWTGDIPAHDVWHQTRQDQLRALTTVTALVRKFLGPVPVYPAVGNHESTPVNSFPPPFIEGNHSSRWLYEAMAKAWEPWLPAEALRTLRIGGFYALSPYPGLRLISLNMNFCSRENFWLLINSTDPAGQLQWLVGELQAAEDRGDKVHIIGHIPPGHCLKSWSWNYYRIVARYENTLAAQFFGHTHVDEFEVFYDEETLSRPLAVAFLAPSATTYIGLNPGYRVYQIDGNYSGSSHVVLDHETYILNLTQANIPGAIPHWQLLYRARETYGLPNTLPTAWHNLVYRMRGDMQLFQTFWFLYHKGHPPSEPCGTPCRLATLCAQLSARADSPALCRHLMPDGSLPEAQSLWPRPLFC
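Fluorogenic HMU-PC substrate (9 uM final) is turned over by placental ASM in 60 min at 37 C after a 10 min compound preincubation. Reaction ended by alkaline stop (pH 10), with fluorescence read at 386/447 nm.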
ELG1 genotox: genotoxicity induction in ELG1-luciferase HEK293T cells; Potency, µM (top dose mostly 46 µM), inactives show at the highest dose activity change, positive = activation, most hits filed as activators; HEK293T ELG1-luciferase reporter, luminescence, 16 h; 1.3% of 330,000 active; further: potency means the concentration at half of the fitted maximal effect; % of control where 0% means no effect; nearly all actives have a fitted effect of over 60% in size
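Genotoxicity was scored as increased ELG1-luciferase reporter signal, measured by ONE-Glo luminescence (30 min, room temperature). Compound or vehicle exposure of the HEK293T reporter cells lasted 16 hr at 37°C.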
uPA generation: cell surface uPA generation inhibition. cell surface uPA generation assay, qHTS. Potency, µM (highest dose often 38.3 µM), for the others: at the highest dose activity change, negative = inhibition, most hits filed as inhibitors. 0.31% of 330,000 active; active means well fitted inhibition curve with a large enough effect; inconclusive means small, poorly fitted or top-dose-only effect; inactive means no such curve, though single readings can be large or run the other way; tested in mouse RAW 264.7 cells; further: potency means the concentration at half of the fitted maximal effect; on the % scale 0 is the no-effect control and ±100 the full control effect; nearly all actives have a fitted effect of over 55% in size
TSG101-PTAP inh: blocks PTAP/TSG101 interaction to inhibit HIV-1 budding; Fluorescence polarization, FITC-PTAP peptide / Tsg101 binding; Q99816; Potency, µM (highest dose often 115 µM), for inactives: at the highest dose activity change, negative = inhibition, hits mostly inhibitors; 340,000 tested, under 10 active; active means well fitted inhibition curve with a large enough effect in the main read-out, with a control signal flat, not every such curve was filed as active; inconclusive means small, poorly fitted or top-dose-only effect, or effect the other way, or a change in a side signal; inactive means no such curve, though single readings can be large or run the other way; further: potency means the concentration at half of the fitted maximal effect; % of control where 0% means no effect
Target sequence (Q99816 whole entry, looked up): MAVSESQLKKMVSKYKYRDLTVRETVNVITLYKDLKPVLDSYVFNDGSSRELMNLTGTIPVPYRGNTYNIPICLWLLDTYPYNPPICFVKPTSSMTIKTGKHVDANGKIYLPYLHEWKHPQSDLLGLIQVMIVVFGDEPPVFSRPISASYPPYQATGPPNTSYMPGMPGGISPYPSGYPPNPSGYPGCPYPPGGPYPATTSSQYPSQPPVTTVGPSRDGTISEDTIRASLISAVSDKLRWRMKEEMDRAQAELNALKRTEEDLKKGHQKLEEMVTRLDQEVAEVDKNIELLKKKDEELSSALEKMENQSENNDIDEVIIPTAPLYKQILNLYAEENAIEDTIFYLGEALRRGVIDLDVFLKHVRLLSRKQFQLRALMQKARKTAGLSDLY
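FP read-out: FITC-PTAP peptide, 50 nM final, binding Tsg101 binding domain, 10 uM final; 20 min, r.t.; 10 mM HEPES pH 7.5, 0.15 M NaCl, 0.01% Tween 20, 3 mM EDTA, 0.1 mM TCEP.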
B2AR arrestin: agonists driving beta-arrestin recruitment to human beta2-adrenergic receptor; beta-arrestin recruitment to beta2AR, cell-based reporter; 0.02% of 330,000 active; AID 492947; P07550; Potency, µM (doses to about 46.1 µM), for inactives: top-dose activation, most hits filed as activators;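 further: potency means the concentration at half of the fitted maximal effect; 0% = DMSO controls and full agonism = EC100 isoproterenol or metaproterenol; nearly all actives have a fitted effect of over 65% in size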
TRPV1 agonist: human TRPV1 agonism; Q8NER1; TRPV1-expressing cells, Fluo-8 calcium influx, agonist mode; activation, % at 8.33 µM; 0.19% of 320,000 active; in the data active means activation above about 80%; inconclusive means between about 30% and that limit; further: 0% is about no effect
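Cells expressing TRPV1 were dye-loaded with Fluo-8 and read kinetically: 10 s baseline, 3 min after compound (agonist portion), then 2 min after EC20 capsaicin (allosteric enhancer portion). Calcium-bound dye fluorescence at 480/520 nm.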
a7 integrin act: activators of alpha7 integrin expression for muscular dystrophy; alpha7betagal myoblasts, beta-gal FDG fluorescence, 48 h; Potency, µM (top dose mostly 38.3 µM), inactives show at the top dose activation, actives largely listed as activators; 0.064% of 350,000 active; AID 624291;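 further: potency means the concentration at half of the fitted maximal effect; 100% = response of the positive control SU9516; nearly all actives have a fitted effect of over 60% in size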
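alpha7betagal+/- myoblasts (passage 13, 250/well) treated 48 h at 37C with compounds at 1:260 dilution of DMSO stock. Lysed, then beta-galactosidase activity read as FDG fluorescence (ex 480/em 540) after 30 min, with pre-read for autofluorescence.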
BRCA1 expr up: BRCA1 expression activation. Potency, µM (titrated, usually from 46.1 µM), without a hit: top-dose activation, hits mostly activators. MCF7-BRCA1-FFLuc reporter, luminescence, 48 h; response scale: scaled: vehicle 0%, 10 µM genistein 100%. AID 624202. 1.1% of 380,000 active; further: potency means the concentration at half of the fitted maximal effect; nearly all actives have a fitted effect of over 80% in size; some results filed as inactive show a strong effect at the top dose
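MCF7-BRCA1-FFLuc cells, 2000/well in phenol-red-free MEM, attached 2 h then treated 48 h at 37 C. Luciferase luminescence read 15 min after reagent; normalized to genistein maximum activation (10microM) and DMSO, concentration-response fitted.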
p53 reactivation: mutant p53 re-activation in reporter cells; 0.063% of 320,000 active; H1299 p53-A138V BP100-luciferase reporter, luminescence, 24 h; Potency, µM (highest dose often 92.2 µM), inactives show top-dose activity change, positive = activation, hits mostly activators; further: potency means the concentration at half of the fitted maximal effect; % of control where 0% means no effect; nearly all actives have a fitted effect of over 45% in size
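p53-null H1299 cells stably carrying temperature-sensitive p53-A138V and a BP100-luciferase reporter were pinned with compounds (4-point, 1:5 series) and held 24 hrs at 37 deg C. Luminescence was read 10 min after detection reagent.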
Eya2 phos inh: blocks the phosphatase activity of human Eya2. 0.006% of 330,000 active. O00167. recombinant Eya2, OMFP fluorescence dephosphorylation (OMFP is methylfluorescein phosphate). AID 488837. Potency, µM (top dose mostly 76.9 µM), inactives show at the highest dose activity, negative = inhibition, hits mostly inhibitors; further: potency means the concentration at half of the fitted maximal effect; on the % scale 0 is the no-effect control and ±100 the full control effect
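Eya2 protein (added as 0.2 uM solution) was preincubated with compound for 10 min at ambient temperature in 50 mM HEPES pH 7.5, 50 mM NaCl, 5 uM MgCl2, 0.05% BSA, 1 mM DTT. OMFP (added at 50 uM) then reacted 10 min; fluorescence read at 485/525 nm.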
USP2a inh: blocks human ubiquitin-specific protease USP2a. O75604. USP2 core, Ub-CHOP2 coupled fluorogenic reporter, 485/531. Potency, µM (highest dose often 38.3 µM), inactives show at the highest dose activity change, negative = inhibition, usual class: inhibitors. 0.01% of 330,000 active;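 further: potency means the concentration at half of the fitted maximal effect; plate controls were DMSO wells for no effect and full inhibition by NEM control for full effect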
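USP2 core (10nM final) preincubated 30min RT with compound in 20mM Tris-HCl pH 8.0, 2mM CaCl2, 2mM beta-mercaptoethanol, 0.05% CHAPS; 25nM Ub-CHOP2 plus 25nM reporter substrate added, fluorescence (Ex485/Em531) read after 60min.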
* = called active by the depositor; ? = inconclusive; . = no result given; [ ] = dose if it differs, or a comment. Unless noted, the call rests on the fitted dose curve; in most records, active means well fitted curve in the direction sought with a large enough effect; inconclusive means small, poorly fitted or top-dose-only effect, or another doubt; inactive means no such curve, though single readings can be large; an effect the other way counts as inactive or inconclusive.

| SMILES | BRCA1 expr up | TSG101-PTAP inh | uPA generation | a7 integrin act | TRPV1 agonist | p53 reactivation | ASM inhibitor | B2AR arrestin | Eya2 phos inh | USP2a inh | ELG1 genotox |
| --- | --- | --- | --- | --- | --- | --- | --- | --- | --- | --- | --- |
| CCn1c(SCC(N)=O)nnc1-c1ccc2[nH]c(C)c(C)c2c1 | -1% | -10% | 2% | 16% | 1 | -4% | 13% | -0.4% | 1% | -1% | 3% |
| COc1cc(C(=O)Oc2ccc(C(=S)N3CCOCC3)cc2)cc(OC)c1OC | 0% | -9% | -13% | -18% | 1 | 22% | -3% | -0.2% | -1% | 0% | 1% |
| CC(Cc1cccnc1)NC(=O)CCc1nnc(-c2ccccc2)o1 (stereo unspecified) | 2% | -2% | 3% | -14% | 2 | 2% | -2% | -0.1% | 0% | -1% | -1% |
| CCCCCc1nc(-c2nonc2N)no1 | 8% | -9% | 1% | -10% | 1 | 6% | -2% | -0.6% | 4% | 1% | 3% |
| Cc1cc(=O)[nH]c(NN)n1 | 6% | 2% | 4% | ? | 1 | 7% | 1% | -0.2% | 14% | -4% | 1% |
| CC(Sc1nncs1)C(=O)Nc1ccc2c(c1)OCO2 (stereo unspecified) | 14% | 0% | 1% | 3% | 1 | 1% | 3% | 0.4% | 9% | 0% | 4% |
| CCn1c(C)nc2cc(C(=O)NNC(=S)Nc3ccc(C)cc3)ccc21 | -9% | -5% | -2% | -8% | -2 | 1% | 0% | -0.1% | -16% | -1% | 9% |
| COc1cccc(CN2CCN(Cc3c(C)nn(C(C)C)c3C)CC2CCO)c1 (stereo unspecified) | -26% | 0% | 15% | 12% | 0 | -1% | -1% | -0.2% | 7% | 1% | -4% |
| Cc1cc(S(=O)(=O)N2CCCCC2)ccc1OCC(=O)N1CCOCC1 | 5% | -1% | 3% | 8% | ? | . | 6% | 0.5% | 1% | 1% | 4% |
| COC(=O)c1ccc(NS(=O)(=O)c2cccc3cccnc23)cc1 | 4% | -1% | 1% | 1% | 3 | -1% | 2% | -0.4% | 1% | 0% | 0% |
| Cc1ccc(-c2noc(CCC(=O)NCCc3ccccc3Cl)n2)cc1 | -31% | 0% | 8% | 4% | 1 | -6% | -5% | -0.2% | 1% | -2% | -4% |
| CN(Cc1ccccc1)C(=O)COC(=O)c1cc(Cl)nc(Cl)c1 | -10% | 1% | 3% | 0% | 1 | 2% | 3% | -0.4% | 4% | 1% | 1% |
| COc1cc2[nH]c(=S)nc(NCCc3ccc(C)cc3)c2cc1OC | -21% | -5% | -1% | -21% | -1 | 1% | -26% | 0.2% | 3% | 5% | -1% |
| Cc1ccc(Nc2nc3ccccc3s2)cc1 | -18% | -2% | -4% | -9% | 5 | ? | -13% | -0.8% | -8% | -1% | 7.3µM* |
| CCCCNC(=O)c1onc(CS(=O)(=O)c2ccccn2)c1C(=O)NCCCC | 0% | 1% | 2% | -6% | 5 | 7% | 1% | 0.2% | 8% | 0% | -1% |
| COc1ccc(/C=N/Nc2ccc(C(=O)O)cc2)c(OC)c1OC | ? | -4% | 7% | -7% | -6 | 8% | 15% | -0.1% | 9% | -2% | 16% |
| CC(=O)N[C@@H](Cc1c[nH]c2ccccc12)C(=O)NCc1ccccc1 | -2% | -10% | 1% | 17% | -1 | -2% | -1% | -0.7% | -1% | 0% | 14% |
| CSc1nnc(C)c(=O)n1COC(=O)COc1ccccc1C | 5% | -1% | 3% | 15% | 2 | -8% | 0% | -2.2% | -4% | -2% | 0% |
| Cn1c(=N)n(CC(O)c2cccc3ccccc23)c2ccccc21 (stereo unspecified) | -62% | -6% | -16% | -35% | . | ? | -2% | -1.1% | 4% | -2% | -11% |
| O=C(NCc1ccco1)C1c2ccccc2Oc2ccccc21 | -24% | -2% | -7% | ? | -2 | -23% | -2% | 3.1% | -8% | -4% | -4% |
| Cc1ccc(CNC(=O)CCc2cn(C)c3ccccc23)cc1 | -3% | -5% | 1% | 17% | 17 | -1% | 1% | -0.2% | 0% | 3% | 1% |
| Cc1c(C(=O)Oc2ccc(Cl)cc2)n(C)oc1=O | 3% | -7% | -6% | 4% | 0 | 0% | -1% | -0.3% | -2% | -3% | 5% |
| COc1ccccc1N1CCN(C(=O)CCC(=O)N2CCN(c3ccc(F)cc3)CC2)CC1 | -24% | -6% | 3% | -44% | 0 | -6% | 2% | -1.0% | 2% | 0% | -3% |
| COc1ccc(C2c3[nH]c4ccccc4c3CCN2C(=O)c2cc3ncccn3n2)c(F)c1 (stereo unspecified) | -4% | 4% | -6% | ? | 0 | 1% | -11% | 0.2% | -15% | -1% | -6% |
| CCNC(=S)Nc1cc(C)ccn1 | 68% | -3% | -2% | 6% | -3 | 16% | 2% | -0.9% | -12% | 1% | 9% |
| CC1CC(C)CN(C(=O)C(C)N2CCN(S(=O)(=O)c3ccccc3F)CC2)C1 (stereo unspecified) | 0% | -1% | -6% | -15% | . | 0% | 2% | -0.7% | 0% | -1% | -4% |
| CC(=O)N1CCc2cc(S(=O)(=O)Nc3ccc(C)cc3)ccc21 | -26% | -5% | 4% | 11% | 0 | -1% | 1% | 0.2% | -2% | 0% | -2% |
| CCC1=C(OC(=O)N(CC)CC)N2C(=O)OC(=NCCc3c[nH]c4ccccc34)[C@]2(Cc2ccccc2)[C@H]2C1=CC[C@H]1C(=O)N(c3ccccc3)C(=O)[C@H]12 | -27% | -2% | -2% | -9% | 1 | -1% | -4% | -0.6% | 11% | 0% | 0% |
| O=[N+]([O-])c1ccc(Cl)cc1NCCCN1CCOCC1 | -3% | -4% | -9% | -18% | 1 | -11% | -8% | -0.7% | 2% | 4% | 0% |
| O=C(CSc1nncs1)Nc1ccc2c(c1)OCO2 | 52% | 1% | -12% | -5% | 6 | 10% | 0% | -1.1% | 13% | 1% | 25% |
| c1csc(-c2nn3c(-c4ccncc4)nnc3s2)c1 | . | . | . | . | 2 | -6% | . | -0.9% | 0% | 2% | 0% |
| O=C(Nc1ccc(F)cc1)N1CCCC(c2nc3c(nnn3Cc3ccccc3Cl)c(=O)[nH]2)C1 (stereo unspecified) | 1% | -5% | -4% | 4% | 3 | 0% | -15% | 0.0% | 5% | 3% | 1% |
| CC(C)(C)c1ccc(C(=O)CSc2ncn[nH]2)cc1 | 64% | -7% | . | 4% | ? | -9% | 9% | -0.9% | 5% | -1% | ? |
| CCOC(=O)Nc1ccc2c(c1)N(C(=O)CCN1CCN(CCO)CC1)c1ccccc1S2 | -35% | -6% | -6% | -16% | . | . | -8% | . | . | . | . |
| Cc1nnc2n1N=CC=C(c1ccccc1)S2 | -1%[1.84 µM] | -3% | -14% | -58%[inhibitor] | 7 | 4% | 0% | -0.1% | 9% | 1% | 5% |
| Cc1csc(SCC(=O)Nc2sc3c(c2C#N)CCC3)n1 | -6% | 0% | -7% | -3% | -2 | ? | -5% | 0.1% | 5% | -3% | 1% |
| Cc1ccccc1NS(=O)(=O)c1ccc(C(=O)NN2CCCCC2)cc1 | -15% | -2% | 12% | 14% | 3 | -3% | -4% | 0.4% | 1% | -8% | -1% |
| COc1ccc(-c2nn(-c3ccccc3)cc2/C=C2/SC(=S)N(CCC(=O)O)C2=O)cc1 | -70% | 14% | 1% | 11% | 4 | 1% | -5% | -1.0% | -11% | -2% | 0% |
| Cc1ccc2nc(CSc3nnc(Cc4cccs4)n3C3CCCCC3)cc(=O)n2c1 | -23% | -3% | -1% | -12% | 1 | -7% | 3% | -1.2% | 25% | -1% | 5% |

Record cards, from the list above. Order of screens: BRCA1 expr up, TSG101-PTAP inh, uPA generation, a7 integrin act, TRPV1 agonist, p53 reactivation, ASM inhibitor, B2AR arrestin, Eya2 phos inh, USP2a inh, ELG1 genotox
`CCNC(=S)Nc1cc(C)ccn1` is listed as 68%, -3%, -2%, 6%, -3, 16%, 2%, -0.9%, -12%, 1%, 9%
`COc1ccc(C2c3[nH]c4ccccc4c3CCN2C(=O)c2cc3ncccn3n2)c(F)c1` (stereo unspecified) is listed as -4%, 4%, -6%, ?, 0, 1%, -11%, 0.2%, -15%, -1%, -6%
`Cc1ccc(Nc2nc3ccccc3s2)cc1` is listed as -18%, -2%, -4%, -9%, 5, ?, -13%, -0.8%, -8%, -1%, 7.3µM*
